Source: PubChem BioAssay
TDP-43 yeast inh = rescues yeast growth from TDP-43 toxicity; TDP-43 expressing yeast growth rescue, BacTiter-Glo, 24 h; Potency, µM (doses to about 46.1 µM), inactives show at the highest dose growth rescue (activation), most hits filed as activators; hit rate 1.8% among 410,000; note: potency is the fitted concentration of half-maximal effect; % of control where 0% means no effect; nearly all actives have a fitted effect of over 50% in size
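Yeast expressing TDP-43 (pregrown in raffinose, seeded at OD600=0.02 in galactose medium) exposed to compounds 24 hr at 30 deg C. Growth read by BacTiter-Glo luminescence; rescue of toxicity appears as increased signal.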
GLP1R inv ag = inverse agonists of human GLP-1 receptor | HEK293 GLP-1R CRE-luciferase, luminescence, 24 h; GLP-1R form is constitutively active | Potency, µM (highest dose often 38.3 µM), for the others: top-dose activity change, negative = inhibition, most hits filed as inhibitors | AID 624417 | hit rate 1.6% among 410,000; note: potency is the fitted concentration of half-maximal effect; % is set by controls: 0 for no effect and ±100 for the full control effect; nearly all actives have a fitted effect of over 55% in size
Target sequence (P43220 whole entry, looked up): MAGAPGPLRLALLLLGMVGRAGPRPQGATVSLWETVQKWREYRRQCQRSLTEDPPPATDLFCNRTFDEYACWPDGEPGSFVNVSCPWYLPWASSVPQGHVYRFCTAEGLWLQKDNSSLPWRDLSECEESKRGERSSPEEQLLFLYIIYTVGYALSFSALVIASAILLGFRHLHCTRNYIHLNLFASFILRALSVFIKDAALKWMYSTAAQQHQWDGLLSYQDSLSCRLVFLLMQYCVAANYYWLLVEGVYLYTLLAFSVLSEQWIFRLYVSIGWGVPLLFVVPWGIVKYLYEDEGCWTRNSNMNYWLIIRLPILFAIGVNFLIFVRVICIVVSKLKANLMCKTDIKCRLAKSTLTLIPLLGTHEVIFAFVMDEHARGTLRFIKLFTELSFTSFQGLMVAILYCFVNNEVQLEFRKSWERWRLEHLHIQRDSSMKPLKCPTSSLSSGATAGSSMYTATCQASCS
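Assay principle: reduced luminescence from a cAMP-responsive reporter in HEK293 cells co-expressing a constitutively active GLP-1R. Conditions: 24 hr compound incubation, 37 deg C, 5% CO2.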
D3 ag = D3 dopamine receptor (human) agonism | P35462 | D3R DiscoveRx beta-arrestin cells, luminescence, 90 min | max activation, % | hit rate 0.58% among 410,000; in the data active = max activation above about 30%; note: 0% is about no effect; mostly tested at two doses, the higher about 12 µM
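Cells at 1500/well, incubated overnight, then treated with pinned compounds (dopamine as control) for 90 min at 37 degrees C. DiscoveRx reagent added for 30 - 60 minutes at room temperature; luminescence read.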
KB-V1 cytotox = kills drug-selected multidrug resistant KB-V1 cells; KB-V1 MDR cells viability, CellTiter-Glo, 72 h; Potency, µM (highest dose often 46.1 µM), for inactives: at the top dose activity change, negative = cytotoxicity, most hits filed as cytotoxic; hit rate 3.4% among 400,000; note: potency is the fitted concentration of half-maximal effect; % is set by controls: 0 for no effect and ±100 for the full control effect; nearly all actives have a fitted effect of over 60% in size
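Readout: CellTiter-Glo luminescence, 10 min after addition. Cells: KB-V1 MDR subline, 72 h at 37 degrees C with compound. Analysis: corrected, normalized data fitted to concentration-effect curves.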
GLP-1R agonist = GLP-1 receptor (human) agonism; P43220; HEK293 GLP-1R CRE-luciferase, luminescence, 4-6 h; cells express a hypersensitive GLP-1R form; Potency, µM (series often up to 45.6 µM), inactives show at the top dose activation, hits mostly activators; hit rate 0.007% among 380,000; AID 624172; note: potency is the fitted concentration of half-maximal effect; % of control where 0% means no effect
GLP1R cytotox = cytotoxicity counter-screen for GLP-1 receptor inverse agonists; HEK293 cAMP-luciferase reporter cells, luminescence, 24 h; Potency, µM (doses to about 38.3 µM), without a hit: top-dose activity change, negative = inhibition, actives largely listed as inhibitors; hit rate 0.13% among 410,000; AID 624418;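 note: loss of luciferase light is scored as toxicity; potency is the fitted concentration of half-maximal effect; % is set by controls: 0 for no effect and ±100 for the full control effect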
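A 23 nL compound transfer followed 12 hours of cell culture at 37 deg C; exposure then lasted 24 hr. Luciferase assay detection reagent was dispensed and plates read for luminescence after a 12 min room-temperature wait.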
D3 antag = antagonists of human D3 dopamine receptor; P35462; D3R cells, DiscoveRx beta-arrestin luminescence, antagonist mode; hits give low values; max response, negative = inhibition, %; hit rate 2.5% among 360,000; AID 652054; in the data active = max response below about -50%; inconclusive = no clear call, values can overlap the other calls; note: % is set by controls: 0 for no effect and ±100 for the full control effect; mostly tested at two doses, the higher about 12 µM
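Cells plated overnight at 1500 cells/well, then exposed to library compounds with dopamine controls for 90 minutes at 37 degrees C. DiscoveRx reagent added for 30–60 minutes at room temperature; luminescence read, quantitative HTS format.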
aSyn yeast inh = alpha-synuclein toxicity inhibition in yeast; Potency, µM (doses to about 46.1 µM), for the others: at the highest dose growth rescue (activation), most hits filed as activators; hit rate 0.14% among 370,000; Yeast expressing alpha-synuclein, growth rescue, BacTiter-Glo, 24 h; note: potency is the fitted concentration of half-maximal effect; % of control where 0% means no effect; nearly all actives have a fitted effect of over 65% in size
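Screening used galactose-induced yeast with toxic alpha-synuclein levels, exposed to compound for 24 hr at 30 deg C. Cell growth, read with BacTiter-Glo luminescence, gave the measured signal.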
PTHR1 agonist = PTHR1 (human) receptor agonism | hit rate 0.075% among 410,000 | Q03431 | AID 743266 | Potency, µM (doses to about 115 µM), without a hit: at the top dose activation, actives largely listed as activators | HEK293 GP2 PTHR1 cells, GloSensor cAMP luminescence, 1 h; note: potency is the fitted concentration of half-maximal effect; nearly all actives have a fitted effect of over 55% in size; some results filed as inactive show a strong effect at the top dose; inactives centre near -15; many of its hits are not listed in these tables
Target sequence (Q03431 whole entry, looked up): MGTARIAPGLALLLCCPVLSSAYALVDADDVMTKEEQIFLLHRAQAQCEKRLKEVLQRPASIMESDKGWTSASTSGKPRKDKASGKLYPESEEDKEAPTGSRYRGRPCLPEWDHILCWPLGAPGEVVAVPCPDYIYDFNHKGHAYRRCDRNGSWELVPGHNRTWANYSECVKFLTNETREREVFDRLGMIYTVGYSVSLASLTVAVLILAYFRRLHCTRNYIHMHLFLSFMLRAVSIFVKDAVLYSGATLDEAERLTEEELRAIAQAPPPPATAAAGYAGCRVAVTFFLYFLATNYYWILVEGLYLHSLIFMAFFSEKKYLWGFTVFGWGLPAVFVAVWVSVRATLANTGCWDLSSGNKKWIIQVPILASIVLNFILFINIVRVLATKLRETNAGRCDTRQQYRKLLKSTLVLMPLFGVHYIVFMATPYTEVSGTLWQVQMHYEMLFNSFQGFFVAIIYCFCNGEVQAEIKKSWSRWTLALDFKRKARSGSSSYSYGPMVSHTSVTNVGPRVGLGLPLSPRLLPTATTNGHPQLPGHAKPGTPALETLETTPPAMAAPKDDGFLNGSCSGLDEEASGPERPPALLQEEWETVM
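HEK-293-derived GP2 cells expressing PTHR1 and a GloSensor cAMP reporter, 3,000/well, plated overnight, given luciferin plus IBMX (each 0.5 mM as added) for 1 h at 37 °C, then compound for 1 h at 37 °C. Luminescence was read after 15 min at room temperature.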
* = called active by the depositor; i = inactive; ? = inconclusive; · = no result given; [ ] = another dose, or the depositor's remark. Unless noted, calls come from the whole dose curve; as a rule, active = well fitted curve in the direction sought with a large enough effect; inconclusive = small, poorly fitted or top-dose-only effect, or another doubt; inactive = no such curve, though single readings can be large; an effect the other way counts as inactive or inconclusive. Some of the compounds tested, so the mix of outcomes need not match the whole.

cpd	Compound	TDP-43 yeast inh	GLP1R inv ag	D3 ag	KB-V1 cytotox	GLP-1R agonist
1	CC(C)(C)[C@H]1COC(=O)CC/C=C\C[C@H](CC(=O)N(CCO)Cc2ccccc2)C(=O)N1	17%	-11%	-9	6%	4%
2	CCOC(=O)c1c(C)oc2c1c(C(c1ccccc1)N1CCOCC1)c(O)c1ccccc12 (stereo not drawn)	0%	0%	-6	18µM*	-1%
3	COc1cc(C=O)ccc1OC(=O)N1CCOCC1	12%	5%	2	0%	-3%
4	COc1ccc(/C=C/C(=O)N2c3ccccc3Sc3ccc(C(F)(F)F)cc32)cc1	12%	?	1	?	1%
5	COc1cccc(Cn2cnc(-c3ccccc3OC)c2-c2cc(C)cc(C)c2)c1	6%	?	7	?	1%
6	Cc1ccc(N(CC(=O)NC(C)(C)C)C(=O)CCC(=O)Nc2ccccn2)cc1	14%	4%	-5	-19%	-3%
7	Cc1ccc(-c2ccc(NC(=O)C3C4C=CC(C4)C3C(=O)O)cc2)o1 (stereo not drawn)	17%	-8%	-2	?	22%
8	COc1ccc(/C=N/S(=O)(=O)CCc2ccccc2)c(OC)c1	18%	1%	0	-2%	1%
9	COc1ccc(C(=O)NC(Cn2ccnc2)C(C)(C)C)cc1OC1CCN(C(C)C)CC1 (stereo not drawn)	-24%	29%	-4	12%	-1%
10	COc1ccc(Cl)cc1S(=O)(=O)Oc1ccc(NC(C)=O)cc1	1%	?	-1	0%	5%

cpd	GLP1R cytotox	D3 antag	aSyn yeast inh	PTHR1 agonist
1	-5%	-10	-1%	-7%
2	5%	7	-10%	-12%[57.5 µM]
3	21%	14	3%	i
4	11%	-6	-1%	-2%
5	0%	0	-1%	-97%[inhibitor]
6	4%	11	10%	i
7	13%	24	1%	-14%
8	7%[1.53 µM]	17	3%	-24%
9	5%	9	-1%	28%
10	17%	0	4%	i

The closing 5 compounds of the section before lead into the next:
cpd	Compound	TDP-43 yeast inh	GLP1R inv ag	D3 ag	KB-V1 cytotox	GLP-1R agonist
6	Cc1ccc(N(CC(=O)NC(C)(C)C)C(=O)CCC(=O)Nc2ccccn2)cc1	14%	4%	-5	-19%	-3%
7	Cc1ccc(-c2ccc(NC(=O)C3C4C=CC(C4)C3C(=O)O)cc2)o1 (stereo not drawn)	17%	-8%	-2	?	22%
8	COc1ccc(/C=N/S(=O)(=O)CCc2ccccc2)c(OC)c1	18%	1%	0	-2%	1%
9	COc1ccc(C(=O)NC(Cn2ccnc2)C(C)(C)C)cc1OC1CCN(C(C)C)CC1 (stereo not drawn)	-24%	29%	-4	12%	-1%
10	COc1ccc(Cl)cc1S(=O)(=O)Oc1ccc(NC(C)=O)cc1	1%	?	-1	0%	5%
11	CC(C)CNS(=O)(=O)c1cc(C(=O)OCC(=O)N(C)C2CCS(=O)(=O)C2)c(Cl)cc1Cl (stereo not drawn)	9%	-3%	-6	13%	4%
12	CCOc1ccccc1NC(=O)Cc1ccccc1OC	12%	?	1	-4%	8%
13	O=C(Cn1c(=O)n(Cc2ccc(F)cc2)c(=O)c2sc3ccccc3c21)NCc1ccccc1Cl	0%	13%	-18	3%	-2%
14	Cc1cc(S(=O)(=O)N2CCCC2)ccc1OCC(=O)NCc1ccccc1	4%	20%	-8	-8%	4%
15	COc1ccc(C(CC(=O)c2ccc(C)cc2)C(C#N)C#N)cc1OC (stereo not drawn)	?	?	1	?	4%
16	Cc1ccccc1NC(=O)Cn1cnc2c1c(=O)n(C)c(=O)n2C	3%	5%	5	12%	13%
17	COc1ccc(CCNC(=O)COC(=O)/C=C/c2cc(OC)c(OC)c(OC)c2)cc1OC	12%	29%	2	-29%	25%
18	COc1ccccc1N1CC(C(=O)NCCC2=CCCCC2)CC1=O (stereo not drawn)	-6%	-9%	-2	25%	2%
19	Cc1cccc(C)c1NC(=O)C(c1ccc(Cl)cc1Cl)N1CCCCC1 (stereo not drawn)	-6%	?	1	?	6%
20	O=C(/C=C/c1cc(Br)ccc1O)c1ccco1	?	?	-9	16µM*	-4%

cpd	GLP1R cytotox	D3 antag	aSyn yeast inh	PTHR1 agonist
6	4%	11	10%	i
7	13%	24	1%	-14%
8	7%[1.53 µM]	17	3%	-24%
9	5%	9	-1%	28%
10	17%	0	4%	i
11	-2%	0	3%	-11%
12	-7%	-17	2%	i
13	0%	·	·	i
14	-2%	-18	1%	-2%
15	?	?	-1%	-50%[inhibitor]
16	11%	16	-2%	-3%
17	-14%	24	-1%	-12%
18	-2%	-1	0%	i
19	-11%	-14	2%	?
20	?	?	-65%[inhibitor]	-41%[inhibitor]

Random excerpt: 2 compounds from above.
cpd	Compound	TDP-43 yeast inh	GLP1R inv ag	D3 ag	KB-V1 cytotox	GLP-1R agonist
14	Cc1cc(S(=O)(=O)N2CCCC2)ccc1OCC(=O)NCc1ccccc1	4%	20%	-8	-8%	4%
8	COc1ccc(/C=N/S(=O)(=O)CCc2ccccc2)c(OC)c1	18%	1%	0	-2%	1%

cpd	GLP1R cytotox	D3 antag	aSyn yeast inh	PTHR1 agonist
14	-2%	-18	1%	-2%
8	7%[1.53 µM]	17	3%	-24%

One compound at a time (already shown):
COc1ccc(CCNC(=O)COC(=O)/C=C/c2cc(OC)c(OC)c(OC)c2)cc1OC reads TDP-43 yeast inh = 12%; GLP1R inv ag = 29%; D3 ag = 2; KB-V1 cytotox = -29%; GLP-1R agonist = 25%; GLP1R cytotox = -14%; D3 antag = 24; aSyn yeast inh = -1%; PTHR1 agonist = -12%
Cc1ccccc1NC(=O)Cn1cnc2c1c(=O)n(C)c(=O)n2C reads TDP-43 yeast inh = 3%; GLP1R inv ag = 5%; D3 ag = 5; KB-V1 cytotox = 12%; GLP-1R agonist = 13%; GLP1R cytotox = 11%; D3 antag = 16; aSyn yeast inh = -2%; PTHR1 agonist = -3%

More records
cpd	Compound	TDP-43 yeast inh	GLP1R inv ag	D3 ag	KB-V1 cytotox	GLP-1R agonist
21	COc1ccc(C(=O)Nc2nnc(SCc3cc(=O)n4cc(Cl)ccc4n3)s2)cc1	23%	7%	7	·	·
22	COc1ccc(CC(=O)Nc2ccc(/C(C)=N/NC(=O)c3ccc(OC)cc3OC)cc2)cc1	-8%	20%	-1	0%	3%
23	Nn1c(SCc2ccc(Br)cc2)nnc1-c1cccnc1	12%	23%	-13	-9%	0%
24	CCOC(=O)c1cnc2c(C)c(Cl)ccc2c1NCCc1ccccc1	3%	-1%	-3	-23%	·
25	CC1=C(C(=O)N2CCCCCC2)CC(CC(=O)NC2CCCC2)C(=O)N1Cc1ccc(C(C)(C)C)cc1 (stereo not drawn)	-21%	?	-5	?	-2%
26	COc1ccc2c(c1)C=C(C(=O)NCc1cc(Br)ccc1OC)CO2	6%[9.22 µM]	?	3	7%	·
27	Cc1cccn2c(=O)nc(SCC(=O)NCc3ccco3)nc12	-10%	7%	2	21%	-11%
28	COc1ccc2oc(=N)c(C(=O)Nc3ccc(F)cc3)cc2c1	-11%	32%[activator]	9	20%	1%
29	CC1CC(C)CN(C(=O)C(C)N(C)CC(=O)Nc2ccc(F)cc2)C1 (stereo not drawn)	10%	-15%	5	·	2%
30	CCN(CC)CCNC(=O)c1ccc(NC(=O)c2cccc(-n3cnnn3)c2)cc1	14%	11%	1	3%	-12%

cpd	GLP1R cytotox	D3 antag	aSyn yeast inh	PTHR1 agonist
21	7%	·	·	i
22	4%	-5	-1%	-20%
23	19%	0	3%	-11%
24	0%	·	·	-20%
25	5%	0	-16%	-14%
26	-6%	·	·	-16%
27	-2%	9	-3%	i
28	-1%	6	-6%	-19%
29	-6%	-2	3%	i
30	-1%	18	-2%	i

Next part:
cpd	Compound	TDP-43 yeast inh	GLP1R inv ag	D3 ag	KB-V1 cytotox	GLP-1R agonist
31	CCN(CC)CCn1c2c(c(SCC(=O)Nc3ccc(F)c(F)c3)nc1=O)CCC2	6%	-30%	-13	-16%	4%
32	COc1ccc2c(c1)[C@@H]1[C@H](CO2)[C@H](c2ccccc2)[C@]2(C)C(=O)NCC(=O)N12	21%	-13%	-1	-7%	-1%
33	CCN(CC)C(=O)c1ccc2nc(-c3ccccc3)c(-c3ccccc3)nc2c1	?	5µM*	-12	4.1µM*	2%
34	Cc1cccc(-n2ncc3c2CCCC3NC(=O)c2ccc[n+]([O-])c2)c1C (stereo not drawn)	2%	-15%	21	?	-1%
35	CCn1c(COc2cccc(OC)c2)nnc1SCC(=O)Nc1ccccc1C(=O)OC	0%	-22%	-3	?	1%
36	CN(C)C(=C(C#N)C#N)N1CCN(c2ccc(Cl)cc2)CC1	-30%	40%	12	-11%	4%
37	CCCn1c(=O)c(C(=O)NCc2ccccc2Cl)c(O)c2ccccc21	-20%	-5%	5	4%	-7%
38	COc1ccc(CCN2C(=O)CCC2(C)C(=O)NC2CCCC2)cc1OC (stereo not drawn)	0%	-14%	14	4%	-1%
39	CCOC(NC(=O)c1ccccc1)C(NC(=O)c1ccccc1)OCC (stereo not drawn)	25%	-6%	1	?	-3%
40	COc1cccc(Nc2nc(N)c([N+](=O)[O-])c(NCc3ccco3)n2)c1	?	?	7	-1%	?
41	O=C1CN(C(=O)COC(=O)CCS(=O)(=O)c2ccccc2Cl)c2ccccc2N1	-15%	?	1	0%	-3%

cpd	GLP1R cytotox	D3 antag	aSyn yeast inh	PTHR1 agonist
31	-1%	-7	-1%	-15%
32	1%	-25	1%	-23%
33	6%	-26	-6%	-15%
34	-5%	3	-3%	-28%
35	-1%	-13	5%	i
36	21%	6	1%	i
37	12%	9	2%	i
38	-24%	0	18%	i
39	-5%	25	2%	i
40	-13%	6	1%	-10%
41	-17%	-19	-16%	-21%
